Growth percent in the NCI-60 one-dose screen (48 h, 10 µM unless noted): 100 = growth as untreated, 0 = no growth, -100 = all killed.
HL-60(TB) = HL-60(TB) leukemia cells; actives 9% (n = 78,000); active means growth percent below 10
* hit, by the source's call; & = joins results of further samples; [ ] = another dose, or the depositor's remark. An excerpt (hit frequency here may not be typical).

SMILES | HL-60(TB)
COc1ccc(-n2c(C(O)c3ccccc3)nn(CN3CCOCC3)c2=S)cc1 (stereo not drawn) | 126.4
CCOC(=O)c1ccc[nH]1 | 79.7
Cc1cccc2cc(-c3cc(-c4ccccc4)nc(=O)[nH]3)c(Cl)nc12 | 55.3
O=C1OCN(c2ccc(Cl)cc2)c2ccccc21 | 92.2
CCC(C)NCCOC(=O)c1ccc([N+](=O)[O-])cc1 (stereo not drawn) | 106.1
COc1ccc2c(c1)oc1c(C)c3c(c(C)c12)C(=O)N(Cc1ccccc1)C3=O | 82.0
COc1ccc(Oc2ccc(C3CC(c4cc(OC)c(OC)c(OC)c4)=NN3C(C)=O)cc2)cc1 (stereo not drawn) | -14.9*
Cc1ccc(-c2nc3nc(-c4ccc(F)cc4)nc(N4CCNCC4)c3o2)cc1 | -69.1*
C1=CC2=CC=C3C=CC=C4C(c5nc6c7ccccc7c7ccccc7c6[nH]5)=CC(=C1)C2C34 (stereo not drawn) | 110.6
NC(=S)N/N=C(\c1ccc(F)cc1)C1CC1 | 82.8
OC(C[n+]1ccccc1)c1cccs1 (stereo not drawn) | 72.4
CCOC(=O)C1=C(CCl)N(C)C(=O)NC1c1ccc2c(c1)OCO2 (stereo not drawn) | 33.1
C#C[C@]1(O)CC[C@H]2[C@@H]3CC=C4c5sc(-c6cccc(C)c6)nc5CC[C@]4(C)[C@H]3CC[C@@]21C | 71.8
N=C(N)c1ccc(-c2ccc(-c3ccc(F)cc3)s2)s1 | -57.6*
Cc1ccccc1/C=C1N=C(/C=C/c2ccccc2)OC/1=O | 97.9
NS(=O)(=O)c1ccc(-n2nc(-c3ccc(Oc4ccccc4)cc3)ccc2=O)cc1 | 98.3
C#CCOc1cc(C)c(C)cc1C(=O)c1cc(-c2ccc(OC)cc2)c(=O)n(CC#C)c1 | 93.8
CC1CCN(C2=NC(=O)/C(=C\c3ccccc3OCc3ccc([N+](=O)[O-])cc3)S2)CC1 | 83.1
CCCCCCCC(=O)NC(O)C(Cl)(Cl)C(C)Cl (stereo not drawn) | 105.1
O=C(O)C(Cc1ccc(O)cc1)NS(=O)(=O)Cc1ccccc1 (stereo not drawn) | 83.3
COc1ccc(CNC(=O)C(=O)[C@H](Cc2ccccc2)NC(=O)c2[nH]c3ccccc3c(=O)c2C)cc1OC | 96.3
OCC=C1CCCCCC1 | 101.8
COc1c2occc2c(OC)c2c(=O)c(C(C)=O)c(C)oc12 | 94.5
O=C1C=CC(=O)C(c2ccc(Cl)cc2)=C1 | 55.6
O=C(/C=C/c1sc(Cl)nc1Cl)c1ccc(F)cc1 | 61.2
SMILES | HL-60(TB)
O=C1OC2(OC(=O)c3ccccc32)Oc2cc(C(F)(F)F)ccc21 (stereo not drawn) | 83.2
Cc1cc(-n2cc(C)c(=O)[nH]c2=O)ccc1F | 90.4
COC(=O)[C@]12CC[C@@H](C)[C@H](C)[C@H]1C1=CC(=O)[C@@H]3[C@@]4(C)CC[C@H](OC(C)=O)C(C)(C)[C@@H]4CC[C@@]3(C)[C@]1(C)CC2 | 90.7
CC1(C)C(=O)/C(=C\c2ccco2)C[C@]2(C)[C@H]3C(=O)C=C4[C@@H]5C[C@@](C)(C(N)=O)CC[C@]5(C)CC[C@@]4(C)[C@]3(C)CC[C@@H]12 | 82.5
COc1ccc2cc(-c3nc4ccccc4[nH]3)c(=O)oc2c1 | 81.2
O=C1CCCc2ccc(Cl)cc21 | 84.4
CCC(=O)NCCNc1nccc(Nc2ccc(S(=O)(=O)Nc3ccccn3)cc2)n1 | 106.5
C[n+]1ccc2[nH]c3ccccc3c2c1 | 122.5
Nc1nc(-c2cc(Cl)cc(Cl)c2)cc(-c2cc(-c3cc(Cl)cc(Cl)c3)nc(N)n2)n1 | 94.7
Cc1ccc(C2=NN3C(C2)c2cc(Cl)ccc2OC3c2ccncc2)cc1 (stereo not drawn) | 90.6
COc1cc(-c2nn(-c3ccc(Cl)cc3Cl)cc2CO)ccc1O | 80.8
CCOC(=O)C1[C@@H]2C(=O)N(c3ccc(OC)cc3)C(=O)[C@@H]2[C@H](c2cn(-c3ccccc3)nc2-c2ccccc2)N1Cc1ccccc1 (stereo partly drawn) | 112.8
C=CN(C)S(C)(=O)=O | 5.8*
O=C(c1ccccc1)c1cc2ccccc2oc1=O | 64.6
CCCCCCCCCCCCC/C=C/CC(CC(=O)O)C(=O)Nc1ccc(-n2c(=O)cc(C)n2C)cc1 (stereo not drawn) | 126.9
Nc1cc(Cl)ccc1[N+](=O)[O-] | 82.8
C/C=C(\C)C(=O)N/N=C\c1cc(Cl)cc(Cl)c1O | 81.2
Fc1ccc(COc2ccc(Nc3ncnc4sc5c(c34)CCCC5)cc2Cl)cc1 | 103.8
Cc1ccc(S(=O)(=O)N/N=C/C=C/C=N/NS(=O)(=O)c2ccc(C)cc2)cc1 | 99.6
Cc1cc(O)c(C(C)C)cc1N=Cc1cc(Cl)ccc1O | 99.9
O=C1NC(=S)NC(=O)C1Cc1ccccc1 | 76.4
COc1ccc(/C=C2/SC(=O)N(CC(=O)N3CCN(c4cc5c(cc4F)c(=O)c(C(=O)O)cn5C4CC4)CC3)C2=O)cc1 | 105.3
CC(=O)Nc1cc(OC(C)=O)nc2c1CCC2 | 94.0
Cn1cc(-c2csc(-c3cn(CCCN4CCOCC4)c4ccc(F)cc34)n2)c2cccnc21 | 69.9
COc1ccc(-c2nc(N=Nc3c(O)[nH]c4ccc(Br)cc34)[nH]c(=O)c2C#N)cc1OC | 99.3
SMILES | HL-60(TB)
Cc1nc(-c2ccccc2)cc2c(O)c(C(=O)N/N=C/c3ccc(N(C)C)cc3)[nH]c(=O)c12 | 116.2
CCN(CC)CCn1c(=O)n(C)c2ccccc21 | 107.5
COC(=O)C1=C(C(=O)ON)C2C=CC1(C(Cc1ccccc1)Nc1ccccc1)O2 (stereo not drawn) | 18.9
CCNc1ccc2c(c1)Cc1ccccc1-2 | 114.3
O=C(NCCCNc1cc(-c2cn(-c3ccccc3)nc2-c2cccc(O)c2)ccn1)c1ccccc1 | 8.9*
COc1cc(/C=N\NC(=O)CN2CCN(c3cc4c(cc3F)c(=O)c(C(=O)N/N=C/c3cc(OC)c(OC)c(OC)c3)cn4C3CC3)CC2)cc(OC)c1OC | -10.2*
CC(=O)OCC1OC(N=[N+]=[N-])C(OC(C)=O)C(OC(C)=O)C1OC(C)=O (stereo not drawn) | 83.8
N#CC1(O)CCCCC1 | 104.1
C/C=C(\C)C(C(=O)NC1CCCCC1)N(C(=O)C1CCc2cc(F)ccc2O1)c1cccc(C(F)(F)F)c1 (stereo not drawn) | 97.6
Nc1c2c(nc3ccc(Cl)cc13)CC(c1ccccc1)CC2=O (stereo not drawn) | 11.0
O=S(O)CO | 90.4
O=C(/C=C/c1cn(-c2ccccc2)nc1-c1ccccc1)NNC(=O)Nc1ccc(Br)cc1 | 93.9
CSc1nccc(=S)[nH]1 | 94.5
CC[n+]1ccc(/C=C/c2ccc(O)c(OC)c2)cc1 | 96.9
O=C(OCC1CO1)c1cccs1 (stereo not drawn) | 101.8
Cc1nnc(Nc2nc(O)c(C3=c4cc(Cl)ccc4=NC3=O)s2)s1 | 104.7
COC(=O)c1nc(-c2ccccc2)oc1N1CCCCC1 | 98.5
C=C1CCC2C3(C)COC(c4ccc(F)cc4)OC3CCC2(C)C1C/C=C1/C(=O)OCC1O (stereo not drawn) | 0.1*
C=C(C=O)[C@@H]1CC[C@]2(CO)CC[C@]3(C)[C@H](CC[C@@H]4[C@@]5(C)CCCNC(C)(C)[C@@H]5CC[C@]43C)[C@@H]12 | -10.2*
CN1CCCCC1C(O)c1ccccc1 (stereo not drawn) | 102.7
Cc1cc2c(-c3nc4ccc(Cl)cn4c3N)c(O)c(O)cc2c(O)c1-c1c(C)cc2c(-c3nc4ccc(Cl)cn4c3N)c(O)c(O)cc2c1O | 77.5
CSc1nc(NCc2ccccc2)c(C#N)c(-c2cccc(N)c2)n1 | 94.0
COc1ccc2c(c1)c(-c1nonc1-c1c[nH]c3ccc(Br)cc13)cn2C | 53.2
COc1ccc(-c2nc3sccn3c2-c2ccnc(NCCNS(=O)(=O)c3cccc4ccccc34)n2)cc1 | 93.7
COc1cc(-c2nc3c(c(C)nc4c3nnn4-c3cc(OC)c(OC)c(OC)c3)c(=O)o2)cc(OC)c1OC | 111.2

A different layout for 5 compounds above.
smiles	HL-60(TB)
CN1CCCCC1C(O)c1ccccc1 (stereo not drawn)	102.7
CCN(CC)CCn1c(=O)n(C)c2ccccc21	107.5
O=S(O)CO	90.4
COc1cc(-c2nc3c(c(C)nc4c3nnn4-c3cc(OC)c(OC)c(OC)c3)c(=O)o2)cc(OC)c1OC	111.2
CSc1nccc(=S)[nH]1	94.5

Returning to the listing with the six entries that preceded the break.
SMILES | HL-60(TB)
CN1CCCCC1C(O)c1ccccc1 (stereo not drawn) | 102.7
Cc1cc2c(-c3nc4ccc(Cl)cn4c3N)c(O)c(O)cc2c(O)c1-c1c(C)cc2c(-c3nc4ccc(Cl)cn4c3N)c(O)c(O)cc2c1O | 77.5
CSc1nc(NCc2ccccc2)c(C#N)c(-c2cccc(N)c2)n1 | 94.0
COc1ccc2c(c1)c(-c1nonc1-c1c[nH]c3ccc(Br)cc13)cn2C | 53.2
COc1ccc(-c2nc3sccn3c2-c2ccnc(NCCNS(=O)(=O)c3cccc4ccccc34)n2)cc1 | 93.7
COc1cc(-c2nc3c(c(C)nc4c3nnn4-c3cc(OC)c(OC)c(OC)c3)c(=O)o2)cc(OC)c1OC | 111.2
Nc1nonc1-c1nc2ccccc2n1Cc1ccccn1 | 112.8
N#C/C(=C/c1ccc(Cl)cc1)C(=O)O | 106.0
CC1(C)C(N)=Nc2cc3c(cc21)OCCCC1c2ccccc2CN1CCCO3 (stereo not drawn) | 71.6
CC(=O)Nc1ccc(S(=O)(=O)Nc2ccc([N+](=O)[O-])cc2)cc1 | 115.6&105.8&110.0
CCN1C(=S)N(c2ccccc2)C2NC(=S)N(/N=C/C=C/c3ccccc3OC)C21 (stereo not drawn) | -52.9*
Cc1c(C(=O)Nc2ccccc2F)sc2c(=O)[nH]cnc12 | 83.2
O=C(Nc1ccc(F)c(F)c1)c1cc(-c2ccc(F)cc2F)ccc1O | -30.8*
C=C(C)C(=O)O[C@H]1C[C@@]2(C)OC(=CC2=O)/C(C)=C\[C@H]2OC(=O)C(=C)[C@H]12 | -20.9*
S=c1cc(S)c2ccccc2[nH]1 | 103.5&98.0
CCOc1nc(-c2ccccc2)cc2c(O)c(C(=O)N/N=C/c3ccc(Cl)cc3)[nH]c(=O)c12 | 93.1
COc1ccc(C/C(C)=C(/c2ccc(OCCN3CCOCC3)cc2)c2ccc(OC(=O)c3ccccc3)cc2)cc1 | 81.3
O=C(Cc1ccccc1)Nc1ccccc1-c1nc2ccccc2c(=O)[nH]1 | 67.0
CC(C)CCc1nc2ccc(NCc3ccc(OCCN4CCCCCC4)cc3)cc2[nH]1 | 86.0
NC(=O)N/N=C/c1ccc([N+](=O)[O-])o1 | 70.2&108.5&88.8
Cc1ccc(C(=O)C/C(=C/c2ccc(-c3ccc(Cl)cc3)o2)C(=O)NCc2ccccc2)cc1 | 111.4
O=C(/C=C/c1ccc([N+](=O)[O-])cc1)c1ccc(NC(=O)c2ccccc2CN2C(=O)c3ccccc3C2=O)cc1 | 81.8
O=C(c1cc(-c2ccc(F)cc2F)ccc1O)N1CCN(c2ccc(Br)cc2)CC1 | 76.3
O=C(O)COC(C[N+](=O)[O-])C(Cl)(Cl)Cl (stereo not drawn) | 100.7
COc1cc(-c2nc(/C=C3/C(=O)N(C)c4ccccc43)c3ccccn23)cc(OC)c1OC | 106.0
CN1CCN(c2ccc(Nc3nc(NCCNC(=O)c4ccc(F)cc4)c4sccc4n3)cc2)CC1 | 34.3
c1ccc2c3c(ccc2c1)CCCC3 | 123.0
CC(N)CC1CC2CCC1C2 (stereo not drawn) | 114.5
Nc1ccc2ccccc2c1S(=O)(=O)O | 102.2
Cc1c(C(N)=O)sc2ncn(Cc3ccccc3)c(=O)c12 | 118.2
Cc1c(C(=O)N[C@H]2CCCN(Cc3ccccc3)C2)nn(-c2ccc(Cl)cc2Cl)c1-c1ccc(Cl)cc1 | 35.6
SMILES | HL-60(TB)
O=C1/C(=C/c2ccc([N+](=O)[O-])cc2)Oc2ccc(O)cc21 | 86.1
O=[N+]([O-])c1c(Cl)c(Cl)c(O)c(Cl)c1Cl | 98.5
CCN1CCN(C(=O)CC[C@@H](C)[C@H]2CC[C@H]3[C@@H]4CC[C@@H]5/C(=C\c6ccco6)C(=O)/C(=C\c6ccco6)C[C@]5(C)[C@H]4CC[C@]23C)CC1 | 93.8
CN(C)CCNC(=O)n1cc(-c2ccncc2)c(-c2cc(O)cc(Cl)c2)n1 | 87.1
O=CNNC=O | 88.6
O=C1NC(=O)C(=Cc2ccc(OCC(=O)N3CCCCC3)cc2)C(=O)N1 | 113.1
CN(C)c1ccc(/C=C2\C=C(c3nc4ccccc4s3)OC2=O)cc1 | 94.8
Cc1ccc2c(c1)C13C(=C2c2ccccc2)CCCN1C(=O)c1ccccc13 (stereo not drawn) | 86.3
O=S(=O)(Oc1ccc(-c2ccc3occc3c2)cc1)c1ccccc1 | 98.2
CC(=O)NC(O)C(Cl)Cl (stereo not drawn) | 105.0
C/C=C/C(=O)OC(C)CCC(CC)CCCC (stereo not drawn) | 112.8
Cc1ccc(Oc2no[n+]([O-])c2-c2ccccc2)cn1 | 102.1
CCOC(=O)/C(OCC)=C(\C#N)c1ccccc1 | 103.6
COc1ccc(C2CC(c3cccs3)=NN2c2ccc(S(N)(=O)=O)cc2)cc1 (stereo not drawn) | 73.7
CN1C[C@H](C2CCCCC2)C(C(=O)C2CCCCC2)[C@]12C(=O)NC1CCCCC12 (stereo partly drawn) | 99.2[20 µM]
S=C(Nc1ccccc1)c1ccccn1 | 107.2
Cc1cccc(C(=O)N(C(=O)c2cccc(C)c2)N(C)C)c1 | 119.5
Cc1c(-c2cnc3ccc(F)cc3c2C(=O)O)nnn1-c1ccc(Cl)cc1 | 95.2
COc1ccc2nc3ccccc3c(NCc3ccccc3)c2c1 | 8.2*
CC(=O)C[n+]1cccc2c3ccccc3ccc21 | 85.0
CCN1C(=O)NC(=O)C2(CCCC2)C1=O | 109.6
COc1ccc(NC(=O)Cn2nncc2COc2ccc3ccccc3c2C=O)cc1 | 99.7
Cc1ccn(C)c(=N)c1 | 78.8
O=C(Cc1c[nH]c2ccccc12)N=Nc1c(O)[nH]c2ccc([N+](=O)[O-])cc12 | 96.8

Screening data (PubChem)
